Assay outcomes deposited in PubChem BioAssay by several laboratories.
M1AAP inhibition – P. falciparum M1AAP inhibitors, biochemical, fluorogenic H-Leu-NHMec substrate, 1536-well (AID 1445); recombinant M1AAP, H-Leu-NHMec fluorogenic kinetic assay; higher % means a stronger effect; one-dose inhibition, % at 30 µM; IC50 in µM for titrated hits; actives 0.42% (n = 220,000);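 active = primary inhibition above the hit cutoff, then over 50% inhibition at one or more dose response concentrations, cut at about 23% in these data, passing the limit was not always enough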;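 also: plate controls were DMSO full reaction for no effect and no enzyme background for full effect; strong numbers were not always called active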
Yfh1-off respiration – enhancers of respiration in Yfh1-depleted yeast, dose response, Friedreich's ataxia, plus single-dose screen (AID 1465); S. cerevisiae Yfh1-off respiration, WST-1 reduction, 72 h; higher fold induction means a stronger effect; one-dose fold induction at 50 µM; EC50 in µM for titrated hits; actives 0.074% (n = 220,000);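 active = fold induction of absorbance versus untreated yeast above a set limit, then at least 30% activation at any dose in follow-up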;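 also: activators that raise dye reduction in frataxin-depleted yeast; strong numbers were not always called active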
P. falciparum M17LAP – P. falciparum M17LAP inhibitors, primary screen, biochemical, fluorogenic H-Leu-NHMec substrate, 1536-well (AID 1619) | Leucine aminopeptidase (Plasmodium falciparum (isolate 3D7)) | inhibition, % at 30 µM; hits with a dose series show IC50 in µM | actives 0.38% (n = 220,000) | recombinant M17LAP, H-Leu-NHMec fluorogenic kinetic assay; higher % means a stronger effect;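 active = compound inhibiting the enzyme by more than half at any dose during confirmatory dose-response retesting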;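 also: plate controls were full reaction with DMSO carrier for no effect and no enzyme background for full effect; strong numbers were not always called active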
human PMI inhibitors – human PMI inhibitors, high substrate, primary screen, biochemical, fluorescence intensity, high mannose 6-phosphate (AID 1220) | actives 0.66% (n = 190,000) | one-dose inhibition, % at 20 µM; IC50 in µM for titrated hits | recombinant PMI enzyme, coupled fluorescence intensity; higher % means a stronger effect; in the data active = inhibition above about 50%
West Nile antiviral – West Nile virus antiviral activity, cell-based, CPE readout (AID 1621); West Nile virus-infected cells, CPE inhibition; higher % means a stronger effect; CPE inhibition, % at 10 µM, or IC50 in µM where a hit was titrated; actives 0.02% (n = 290,000); in the data active = a potency from the dose series; also: strong numbers were not always called active
Salmonella PhoP GFP – inhibitors of PhoP regulon expression, primary screen, Salmonella Typhimurium, GFP reporter (AID 1863); S. Typhimurium PhoP-regulated promoter GFP reporter, 4 h; higher % means a stronger effect; inhibition, % at 50 µM; hits with a dose series show IC50 in µM; actives 0.16% (n = 300,000);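 active = inhibition over 29.93%, a cutoff 3 SD above the screen mean, later confirmed by dose response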;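 also: 0% = low Mg2+ inducing control and 100% = high Mg2+ repressing control; strong numbers were not always called active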
ER stress rescue – rescue of cells from ER stress-induced death, primary screen, 384-well, CSM14.1, thapsigargin, ATP luminescence (AID 1222); CSM14.1 thapsigargin-induced death rescue, ATP luminescence; higher % means a stronger effect; cellular ATP content (survival), % at 20 µM; hits with a dose series show EC50 in µM; 190,000 tested, under 10 active;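 active = EC50 below 50 µM in the dose-response confirmation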;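 also: death triggered by thapsigargin at about 15 µM added after 2 h compound pretreatment; cell ATP read after overnight thapsigargin exposure of roughly 18 to 22 hours; normalized against plate controls of thapsigargin alone and 5% DMSO vehicle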
Siah-1 displacement – Siah-1 peptide-binding antagonists, primary screen, biochemical, fluorescence polarization, rhodamine-plectin, uHTS (AID 1817) | E3 ubiquitin-protein ligase SIAH1 (Homo sapiens) | one-dose displacement, % at 20 µM; IC50 in µM for titrated hits | actives 0.02% (n = 290,000) | Siah-1 / rhodamine-plectin peptide fluorescence polarization; higher % means a stronger effect;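 active = displacement of at least 50% at 20 µM, with a fluorescence ratio check between 0.3 and a set limit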;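 also: plate controls were Siah plus tracer with DMSO for no effect and tracer alone without Siah for full effect; strong numbers were not always called active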
XIAP antagonists – XIAP antagonists, biochemical, IAP family, fluorescence polarization (AID 1018); actives 0.007% (n = 200,000); E3 ubiquitin-protein ligase XIAP (Homo sapiens); displacement, % at 20 µM; hits with a dose series show IC50 in µM; XIAP BIR domain, fluorescence polarization peptide displacement; higher % means a stronger effect; in the data active = displacement above about 50%; also: a part of the inactive calls stands beside numbers as strong as those of hits
An asterisk follows results filed as active; i = inactive; / = not tested or not shown.

SMILES | M1AAP inhibition | Yfh1-off respiration | P. falciparum M17LAP | human PMI inhibitors | West Nile antiviral | Salmonella PhoP GFP | ER stress rescue | Siah-1 displacement | XIAP antagonists
Cc1ccc2oc(=O)n(CCCOc3ccccc3)c2c1 | -6% | i | -1% | 3% | -0.5% | 1% | -0.6% | 0% | -6.8%
Cc1cc(=O)[nH]c2c3ccccc3nn12 | 1% | i | -4% | -5% | 0.0% | 1% | -16% | 2% | -2.0%
Cc1ccc2cccc(OC(=O)/C=C\c3ccccc3)c2n1 | 2% | i | 6% | 60%* | 0.1% | 1% | 13% | 11% | -6.2%
COCCNC(=O)c1ccc2c(=O)n(Cc3ccco3)c(SCC(=O)NC3CCCC3)nc2c1 | 5% | i | -4% | -8% | -0.2% | -8% | -1.0% | -1% | -4.3%
Cc1c(C(=O)NN2CCN(C)CC2)cccc1[N+](=O)[O-] | 12% | i | -9% | -10% | 0.7% | 6% | 3.3% | -1% | -4.9%
Cc1ccc(S(=O)(=O)N(C)C)cc1NC(=O)c1cccnc1Oc1ccccc1 | -2% | i | -6% | / | -0.3% | -2% | / | 0% | /
Cc1nc(C)c2c(c1C(F)(F)F)-c1ccccc1C2(F)F | 1% | i | -5% | -3% | 0.4% | 0% | -3.0% | 0% | -3.7%
Cn1c(=O)oc2cc(S(=O)(=O)NCCC(=O)NC3CCCC3)ccc21 | 6% | i | 3% | -5% | -0.5% | 5% | / | -2% | -4.9%
COc1cccc(CNC(=O)c2nnn(CC(=O)Nc3ccc4c(c3)OCO4)c2N)c1 | 1% | i | 1% | 1% | 0.2% | 3% | -8.9% | -3% | -2.7%
Cc1csc(NC(=O)C2CCCN(S(=O)(=O)c3ccc(Br)s3)C2)n1 (stereo unspecified) | -6% | i | -6% | 0% | -0.2% | 1% | 0.0% | 1% | -8.2%
CN1CCN(CC(=O)N2c3ccccc3C(=O)Nc3cccnc32)CC1 | 6% | / | 6% | -9% | / | -3% | 15% | 6% | -5.5%
CCCCCC(=O)NNC1=NCC(Cc2ccccc2)S1 (stereo unspecified) | 1% | i | -2% | 0% | -0.5% | -2% | -2.5% | 2% | -6.6%

Part of the list above, reduced to ER stress rescue, P. falciparum M17LAP and Siah-1 displacement.
Structure | ER stress rescue | P. falciparum M17LAP | Siah-1 displacement
Cc1nc(C)c2c(c1C(F)(F)F)-c1ccccc1C2(F)F | -3.0% | -5% | 0%
Cn1c(=O)oc2cc(S(=O)(=O)NCCC(=O)NC3CCCC3)ccc21 | / | 3% | -2%
COc1cccc(CNC(=O)c2nnn(CC(=O)Nc3ccc4c(c3)OCO4)c2N)c1 | -8.9% | 1% | -3%

Continued:
SMILES | M1AAP inhibition | Yfh1-off respiration | P. falciparum M17LAP | human PMI inhibitors | West Nile antiviral | Salmonella PhoP GFP | ER stress rescue | Siah-1 displacement | XIAP antagonists
Cc1cccc(C)c1NC(=O)C1=C(O)c2sccc2N(C)S1(=O)=O | 8% | i | 29% | 2% | / | -2% | / | 2% | -11%
CC(=O)N1CCN(c2ccccc2NC(=O)COc2cc(C)ccc2C(C)C)CC1 | 5% | i | -8% | 11% | 0.1% | -3% | / | 10% | -5.9%
NNC(=O)c1csc(-c2cccc(C(F)(F)F)c2)n1 | 0% | i | 1% | -9% | -0.8% | 6% | 0.9% | -3% | -5.7%
COC(=O)c1sc(C(C)(C)C)cc1CSc1ccccc1 | 7% | i | 3% | / | -0.7% | -2% | / | 12% | /
O=C(/C=C/c1cccc([N+](=O)[O-])c1)NCc1ccc2c(c1)OCO2 | 6% | i | 26% | 2% | -0.7% | 13% | 0.6% | 6% | -3.4%
CC(C)C(C(=O)Nc1cccnc1)N1C(=O)c2ccccc2C1=O (stereo unspecified) | 7% | i | -1% | 4% | 0.0% | 4% | -1.7% | -3% | -0.2%
CC(C)Oc1c(N2CCOCC2)c(=O)c1=O | -2% | i | 17% | / | 0.3% | -3% | / | 7% | /
COCCN(C(=S)Nc1ccc(OC)c(Cl)c1)C1CCN(C(C)C)CC1 | 3% | i | 3% | -5% | 0.3% | -5% | -2.9% | 0% | -4.7%
CCOn1c(=O)c(-c2ccc(OC)c(OC)c2)[n+]([O-])c2ccccc21 | 8% | i | 30% | 19% | -0.1% | -25% | -0.7% | -2% | -5.3%
Cc1c2cnn(-c3ccccc3)c(=O)c2c(C)n1CCCC(=O)N1CCN(c2ncccn2)CC1 | 12% | i | 15% | -2% | 0.6% | -6% | 4.4% | -2% | 1.3%
O=S(=O)(c1ccccc1)N1CCN(c2ncnc3sc(-c4ccccc4)cc23)CC1 | 7% | i | -8% | 15% | 0.1% | -5% | -1.7% | 0% | -71%
Cc1c(C(=O)N2CCN(c3ccccc3)CC2)sc2ncnc(N3CCC(C)CC3)c12 | 5% | / | 5% | 19% | / | 1% | -2.1% | 2% | -2.8%
CCOc1ccc(N(CC(=O)NCCC2=CCCCC2)S(=O)(=O)c2ccccc2)cc1 | 6% | i | -2% | 9% | 0.9% | -5% | 0.0% | 1% | -2.4%
COc1ccc(S(=O)(=O)N2CCC(C(=O)Nc3cccc(C(C)=O)c3)CC2)cc1C | 12% | i | 2% | 0% | 0.4% | -5% | -1.6% | 3% | -3.2%
COc1ccc(-c2csc(N(Cc3ccccc3)C(=O)COc3ccc(Cl)cc3)n2)cc1 | 3% | i | -6% | -9% | 0.4% | -9% | -0.2% | -3% | 1.6%
CCOP(=O)(OCC)C(NC(=O)/C=C/c1ccc(OC)cc1)c1ccccc1 (stereo unspecified) | 5% | i | -2% | 9% | -0.4% | -3% | -0.5% | 8% | -1.4%
S=c1[nH]nc(COc2ccccc2)n1/N=C/c1ccco1 | -5% | i | -3% | 11% | 0.7% | -1% | -0.3% | 6% | -0.7%
CCN1C(=O)/C(=C/C2=Cc3ccccc3OC2C)SC1=S (stereo unspecified) | 6% | i | 12% | / | -0.3% | -14% | / | 2% | /
CCCCn1nnnc1SCC(=O)NNC(=O)c1ccco1 | 1% | i | -3% | -2% | 0.5% | -1% | 0.7% | 8% | -5.4%
CCOC(=O)CSc1nnc(CCCCCN2C(=O)c3cccc4cccc(c34)C2=O)o1 | 15% | i | 3% | -1% | 0.0% | -18% | -0.4% | 12% | -3.2%
COC(=O)c1ccc(C(c2c(N)n(CC(C)C)c(=O)[nH]c2=O)N2CCN(c3ccccc3)CC2)cc1 (stereo unspecified) | 5% | i | 0% | 14% | 0.0% | 14% | -0.7% | 4% | -6.1%
CC(C)OC(=O)C1C(=O)CC(C)(O)C(C(=O)OC(C)C)C1c1cccnc1 (stereo unspecified) | 2% | i | -3% | 1% | -0.4% | -6% | -7.5% | 4% | -3.6%
CC(=O)N(CCc1ccccc1C)Cc1cc2cc3c(cc2[nH]c1=O)OCO3 | 3% | i | 8% | 10% | -0.1% | -4% | -3.3% | -2% | -7.9%
Cc1cc(=O)oc2ccc(OC(=O)CC(C)C)cc12 | 3% | i | 5% | 2% | 0.2% | 3% | 0.1% | 7% | -0.1%
Cc1cc(C)c(S(=O)(=O)N2CCCCCC2)cc1Br | 2% | i | 6% | 8% | -0.8% | -8% | 3.3% | 13% | -6.5%
O=C(CCl)Nc1cccc(Oc2ccccc2)c1 | -2% | i | 24% | -2% | -0.8% | 4% | -5.1% | 3% | -4.0%
O=C(CSc1nc2c(cnn2-c2ccc(F)cc2)c(=O)[nH]1)N1CCOCC1 | 4% | i | 2% | -5% | 0.5% | -11% | -1.5% | 1% | 0.3%
COc1ccc(NC2=C(C(C)=O)C(c3ccccc3)C(C(C)=O)C(C)(O)C2)cc1 (stereo unspecified) | 18% | i | 19% | / | 0.1% | -11% | / | 4% | /
Cc1cccc(NC(=O)CN2C(=O)S/C(=C\C(=O)Nc3ccc(Cl)cc3)C2=O)c1 | 0% | i | -7% | -8% | -0.6% | -2% | 0.2% | 3% | -4.1%
Fc1ccc(-c2nnc(NC3=NCCCCC3)o2)cc1 | -1% | i | 3% | -3% | -0.2% | 9% | -4.1% | 0% | -4.1%
CCOC(=O)N/N=C(C)/C=C/c1ccccc1 | 2% | i | 6% | -12% | 1.3% | -4% | -2.1% | 7% | 1.3%
O=C(Cn1cnc2c(nnn2Cc2ccc(F)cc2)c1=O)NCc1ccc(F)cc1 | 1% | i | 0% | -7% | -0.4% | -3% | 3.4% | -3% | -1.9%
COc1ccccc1-c1nc(S(=O)(=O)c2ccc(Cl)cc2)c(N(C)C)o1 | 6% | i | 7% | -17% | 0.0% | -5% | -1.0% | -2% | -0.7%
O=C(Nc1ccc(Br)cc1)c1cc2ccccn2n1 | 9% | i | 1% | / | -0.1% | -9% | / | 6% | /
CCOc1ccc(N(CC)C(=O)COc2cc(=O)n(CC)c3ccccc23)cc1 | -1% | i | 22% | 2% | 0.3% | 6% | -0.1% | -4% | -19%
Cc1onc(-c2ccccc2)c1C(=O)Nc1ccc(S(=O)(=O)Nc2nccs2)cc1 | 11% | i | 19% | / | 0.2% | -4% | / | -2% | /
COc1ccccc1-n1c(=O)[nH]c2c(C(N)=O)nc(-c3cccnc3)nc21 | 7% | i | 2% | / | 0.3% | -2% | / | -4% | /
Cc1ccnc(N2CCC(C(=O)NNC(=O)COc3cccc4ccccc34)CC2)n1 | 0% | / | 4% | -1% | / | -13% | 2.2% | -4% | -2.9%
COc1cccc(-n2c(SCC(=O)NCCc3ccccc3)nnc2-c2ccoc2C)c1 | -2% | i | 4% | -2% | -0.4% | -4% | 2.1% | 5% | -3.8%
CC(NC(=O)COC(=O)C1CSC2(C)CCC(=O)N12)C12CC3CC(CC(C3)C1)C2 (stereo unspecified) | 5% | i | -5% | -3% | -0.5% | -1% | -0.6% | -7% | -5.9%
S=c1sc2c(Cl)ncnc2n1-c1ccccc1 | 7% | i | 16% | -33% | -0.7% | -5% | 0.4% | 3% | -3.4%
Cc1ccc(S(=O)(=O)CC(=O)Nc2ccc(S(=O)(=O)Nc3ccccn3)cc2)cc1 | 4% | i | 4% | 4% | 0.2% | -10% | 0.2% | 6% | -1.6%
CCCN1C(=O)/C(=C\C=C2/Sc3ccccc3N2CC)SC1=S | 2% | i | -4% | / | -0.3% | 2% | -1.5% | -6% | -9.8%
Cc1nc(C(C)NC(=O)CCc2nnc(-c3ccsc3)o2)cs1 (stereo unspecified) | 1% | i | 0% | -3% | 0.0% | -4% | -1.1% | 6% | -3.4%
CCOC(=O)C(CC)/C(C)=N\NC(=O)c1cccc(C)c1 (stereo unspecified) | 30% | i | 6% | 7% | 0.0% | -7% | -0.7% | 6% | -4.6%
CCCOc1ccc(NC(=O)OC2CCN(C)CC2)cc1 | 2% | i | -6% | -8% | 0.9% | -24% | -1.6% | 19% | -0.7%
